HTR5A inv ctr = inverse agonist of human HTR5A in OPRM1-OPRD1 counter-screen | 340,000 compounds, 0.083% hits | HTR5A cell line, luminescence, inverse agonism | P47898 | inhibition, % at 9.3 µM | AID 504634; in the data active means inhibition mostly above about 23%, no sharp cut-off; inactive means mostly below about 18%;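 further: 0% = cells with DMSO and 100% = no-cell wells with DMSO; some compounds called inactive have numbers as strong as hits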
Target sequence (P47898 whole entry, looked up): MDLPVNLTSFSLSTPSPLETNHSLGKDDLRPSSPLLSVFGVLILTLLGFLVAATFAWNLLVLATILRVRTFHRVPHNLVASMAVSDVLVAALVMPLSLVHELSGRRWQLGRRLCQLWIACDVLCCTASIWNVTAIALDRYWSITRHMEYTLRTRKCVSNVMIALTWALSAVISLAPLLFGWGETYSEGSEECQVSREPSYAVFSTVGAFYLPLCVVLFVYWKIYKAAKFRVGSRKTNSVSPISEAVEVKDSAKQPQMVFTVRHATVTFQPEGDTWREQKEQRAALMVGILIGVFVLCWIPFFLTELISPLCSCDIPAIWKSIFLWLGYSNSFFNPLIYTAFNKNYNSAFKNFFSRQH
MOR-DOR inv ag = mu-delta opioid heterodimer inverse agonism; P35372+P41143; cell-based MOR-DOR heterodimer luminescence; inhibition, % at 9.3 µM; 340,000 compounds, 0.21% hits; AID 504357; in the data active means inhibition above about 22%, passing the limit was not always enough;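 further: 0% = cells with DMSO and 100% = wells without cells with DMSO; values of inactives mirror those of a sister screen read the other way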
PKA-R1A activ = activates the PKA-R1A holoenzyme complex | PKA-R1A dissociation, Cy5-IP20 fluorescence polarization; scaled: DMSO 0%, 113 µM cGMP 100% | activation, % at 11.4 µM | 340,000 compounds, 0.083% hits;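 active means percent activation above the mean of all tested compounds plus 3 SD, cut at about 19% in these data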;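 further: higher means more PKAc released from R1A so a rise in polarization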
phage Ecoli inh = E. coli growth loss with phage present | growth absorbance | 360,000 compounds, 0.26% hits | inhibition, % at 11.9 µM | AID 651602; in the data active means inhibition above about 11%
DSG3 Ab inh = inhibitors of pemphigus antibody binding to human desmoglein-3. P32926. DSG3-coupled beads, scFv-anti-DSG3-GFP binding, flow cytometry; active compounds read low. binding (percent of control), % at 10 µM. 310,000 compounds, 0.48% hits. AID 588358;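 active means binding more than 3 SD below its plate's average and above zero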;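 further: hits lower antibody fragment binding to DSG3; some compounds called inactive have numbers as strong as hits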
OPRM1-OPRD1 ag = agonists of human mu-delta opioid receptor heterodimerization. activation, % at 9.3 µM. AID 504326. P35372+P41143. cells, OPRM1-OPRD1 heterodimerization, luminescence. 340,000 compounds, 0.3% hits; in the data active means activation above about 18%;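 further: 0% = vehicle-treated cells and 100% = reference agonist; values of inactives mirror those of a sister screen read the other way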
Ecoli viability = bacterial growth inhibition, counter-screen for AddAB inhibitors; E. coli V3065 growth, OD600 absorbance, 18 h; inhibition, % at 11.9 µM; 330,000 compounds, 0.27% hits;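 active means inhibition above the campaign's mean inhibition across all tested compounds plus 3 SD, cut at about 9.9% in these data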;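 further: uninfected addAB+ strain grown without phage in ampicillin broth; 0% = DMSO wells and 100% = ciprofloxacin 0.95 µg/ml wells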
HTR5A ag = counter-screen for OPRM1-OPRD1 agonists: human HTR5A agonism | P47898 | HTR5A agonist assay, luminescence, cell-based | activation, % at 9.3 µM | 340,000 compounds, 0.61% hits; in the data active means activation mostly above about 9.5%, no sharp cut-off; inactive means mostly below about 7.6%;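 further: 0% = cells with vehicle only and 100% = reference agonist; strong numbers were not always called active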
SUMO Mot1 rescue = blocks SUMOylation pathway, rescuing yeast Mot1-301 growth. AID 2716. S. cerevisiae Mot1-301 growth rescue, ATP luminescence, 38.5C; percent above DMSO median, 100 means doubled. 320,000 compounds, 1% hits. growth rescue, % at 18.8 µM;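 active means every valid replicate shows activation above 250% relative to neutral control wells; inactive means the rest, any valid replicate at or below 250%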;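 further: OY570 slx delta 5 strain wells were the positive control but not used for scaling; some compounds called inactive have numbers as strong as hits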
PfHsp90 yeast 2 = inhibits growth of yeast expressing Plasmodium falciparum Hsp90. S. cerevisiae expressing PfHsp90, BacTiter-Glo ATP, 48 h; yeast lacking PDR1 and PDR3 efflux regulators. inhibition, % at 9.4 µM. 310,000 compounds, 0.32% hits;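 active means every replicate shows inhibition above about 80%, whatever the replicate mean, limit read from the data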;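 further: 0% = DMSO neutral controls and 100% = 20 µM radicicol positive controls; yeast relying on Plasmodium falciparum Hsp90 in place of its own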
AddAB inh = less growth of phage-infected E. coli with AddAB; E. coli expressing H. pylori AddAB, absorbance growth; inhibition, % at 11.9 µM; 330,000 compounds, 0.29% hits; in the data active means inhibition above about 12%;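 further: 0% = vehicle wells of infected cells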
Starred values were filed as active, the others as inactive; / = no result given; + = active, no number.

SMILES	HTR5A inv ctr	MOR-DOR inv ag	PKA-R1A activ	phage Ecoli inh	DSG3 Ab inh	OPRM1-OPRD1 ag	Ecoli viability	HTR5A ag	SUMO Mot1 rescue	PfHsp90 yeast 2	AddAB inh
CCOC(=O)c1cc2cc3ccccc3cc2[nH]1	16.2	-30.4	5.6	3.3	/	6.0	-1.0	-3.5	146.1	-25.1	-2.1
CCOc1ccc(C(=O)NNC(=O)CCNC(=O)c2ccc(Br)cc2)cc1OC	12.0	15.3	-7.8	2.7	104.6	-2.9	-1.4	-3.3	0.5	16.8	-0.6
COc1ccc(C(=O)N2CC3(C)CC2CC(C)(C)C3)cc1 (centres undefined)	-1.5	5.4	-8.5	0.9	109.0	-0.9	-0.5	4.9	-6.7	-19.5	1.0
CCOC(=O)CN1C(=O)Nc2ccc(Br)cc2C1c1ccccc1 (centres undefined)	10.5	-8.4	-1.9	0.3	96.6	1.4	-0.2	0.8	-19.2	/	0.7
Nc1cc(=O)[nH]n1C1CCCCC1	19.0	15.8	3.7	2.5	107.0	-3.4	1.1	-1.5	7.3	-12.8	0.5
CCN(CC)S(=O)(=O)c1cc(OC)c(Cl)cc1Cl	-13.5	-26.2	9.2	2.5	105.6	4.7	0.7	-1.0	11.6	12.1	1.1
CCCCOC(=O)Nc1ccc(C(=O)OCCC)cc1	1.6	-30.4	-13.1	4.7	103.3	6.0	0.6	3.8	12.0	15.5	1.2
Cc1ccnc(NC(c2ccncc2)c2c(C)[nH]c3ccccc23)c1 (centres undefined)	8.5	-0.3	-1.1	3.9	97.0	0.1	0.3	-2.5	4.7	7.2	4.1
O=C(CCC1CCCC1)N=C1SC2CS(=O)(=O)CC2N1Cc1ccccc1 (centres undefined)	4.5	3.6	-4.8	-1.4	109.3	-0.7	-0.2	-1.1	205.4	9.5	0.8
CCOC(=O)/C(C#N)=C\c1ccc(CC)s1	12.4	-21.1	-3.9	1.8	99.2	4.0	-0.4	5.2	+	-9.1	-0.6
COc1ccc(N2C(=O)C(CC(=O)Nc3ccccc3)N(Cc3ccc4c(c3)OCO4)C2=O)cc1 (centres undefined)	1.9	8.6	5.5	/	97.5	-1.6	1.5	-0.6	-5.3	-8.4	0.8
CCOc1ccc(Br)cc1S(=O)(=O)Nc1cccc(S(=O)(=O)NC2=NCCC2)c1	17.0	8.6	-5.1	0.5	89.3	-1.7	-1.6	-2.3	5.1	-9.1	-1.3
O=C1CC(O)(C(F)(F)F)Oc2c1ccc1ccccc21 (centres undefined)	4.3	-16.9	1.7	6.7	99.8	2.9	-0.9	-2.2	-12.1	2.9	3.2
Cn1c(NCc2ccccc2O)nc2ccccc21	-12.1	6.1	-0.6	1.4	84.2	-1.1	-1.1	2.4	-8.4	22.6	-0.8
C#CC(CC)(CC)NC(=O)c1c(C)noc1C	0.7	11.5	-0.7	1.5	106.2	-2.1	1.5	-0.9	-6.0	-17.5	1.4
O=C(CCCOc1ccccc1)n1nnc2ccccc21	-18.8	5.6	-8.4	1.3	104.2	-1.0	-0.4	-1.0	15.7	-1.1	0.3
COC(=O)c1sc(NC(=O)COC(=O)C2CCC2)c(C(=O)OC)c1C	22.2	8.1	-14.0	0.2	103.5	-1.6	/	-9.1	/	/	/
CCOc1ncccc1C(=O)Nc1ccc(-c2cn3ccsc3n2)cc1	-3.3	-18.7	-0.8	3.6	/	3.6	1.8	2.5	-8.3	-25.9	3.2
COC(=O)c1c(NC(=O)c2ccoc2C)sc(C)c1C	14.9	10.2	-0.3	2.0	101.5	-2.0	1.8	0.8	-11.3	-20.6	-1.5
CCCCn1nnnc1SCC(=O)Nc1ccc(N(C)C)cc1	-13.9	1.2	7.1	2.2	/	-0.2	-0.5	1.8	-9.8	/	3.3
CCN1CCN(C(=O)CS(=O)(=O)Cc2nc(-c3ccc(C)cc3)oc2C)CC1	-2.2	4.9	-10.4	1.4	96.5	-0.8	0.8	0.7	0.3	-29.7	-0.2
Cc1cc(C)nc(N2CCC(C(=O)NC3CC3)CC2)n1	-15.7	6.2	4.8	1.5	92.3	-1.2	-0.4	5.9	7.2	3.9	1.6
CCOc1nc(-c2ccccc2)ccc1-c1noc(-c2ccco2)n1	-7.8	-0.6	4.3	5.0	101.2	0.1	0.9	6.4	-8.1	-39.5	-1.2
CSCCC(NC(=O)c1ccccc1)C(=O)N(C)CC(=O)Nc1ccc(N2CCOCC2)cc1 (centres undefined)	5.5	8.8	-2.1	3.4	109.7	-1.6	-0.1	2.7	-4.9	-10.8	-2.0
Oc1c(Cl)cc(Cl)cc1CNc1ccccn1	-11.4	-7.8	6.3	0.6	111.5	1.4	/	-2.0	/	-29.6	/
Cc1ccc(S(=O)(=O)NC(=O)Nc2cc(C)no2)cc1	-4.0	4.3	3.6	1.6	98.4	-0.9	-2.1	1.1	-4.8	-13.0	-1.1
COc1ccc(C)cc1N(CC(=O)N1CCCC1)S(C)(=O)=O	-28.6	8.5	-7.9	3.5	117.4	-1.7	1.4	7.6	-9.4	-6.7	3.8
COc1cc(CCC(=O)OCn2nnc3ccccc3c2=O)cc(OC)c1OC	-6.6	17.8	-2.6	1.3	94.4	-3.4	0.8	-2.3	/	-14.3	1.5
C=CCSc1n[nH]c(-c2ccc(OCCC)cc2)n1	-23.2	-4.5	4.8	/	100.2	0.9	0.7	-2.4	33.3	/	3.6
COc1cc(C2C(Oc3ccccc3C)C(=O)N2Cc2ccc(F)cc2)cc(OC)c1OC (centres undefined)	10.9	11.2	9.9	5.5	104.9	-2.1	-4.8	7.5	8.6	-19.8	0.8
CCOc1ccccc1OCC(=O)NC1CCCCC1	27.8	9.7	7.0	2.6	97.2	-1.9	1.0	0.2	-12.0	/	1.0
COc1ccc(-n2cc(-c3ccccc3)c3c(N4CCN(CCO)CC4)ncnc32)cc1	-33.0	-8.8	0.0	/	108.9	1.6	-3.6	1.2	-15.1	9.5	0.3
C=CCOc1ccc(/C=N/NC(=O)CN(c2cc(Cl)ccc2OC)S(=O)(=O)c2ccc(C)c([N+](=O)[O-])c2)cc1	9.8	0.5	-5.7	4.3	101.5	-0.1	-2.3	-3.6	-2.2	-11.5	0.7
CCNC(=O)Cn1c(=O)c2c(ncn2Cc2ccccc2)n(Cc2ccccc2)c1=O	-2.6	8.2	5.0	2.1	100.4	-1.6	-1.6	3.0	/	/	0.0
CCOc1ccc(S(=O)(=O)N2CCCC(C(=O)N3CCOCC3)C2)cc1Cl (centres undefined)	-38.0	-9.3	-4.1	2.7	95.0	1.1	0.6	12.8	-8.1	25.5	1.7
O=C(c1ccccc1)N1CCN(C(=O)N2CCOCC2)CC1	-17.4	1.0	5.4	0.9	/	-0.2	-0.9	3.1	-13.3	0.5	2.5
O=C(N/N=C/c1cccc([N+](=O)[O-])c1)c1cc2c(ccc3ccccc32)o1	-6.1	6.5	8.2	3.3	103.5	-1.1	1.5	0.9	5.2	2.6	3.9
CC(C)CN(C(=O)CN1CCc2ccccc21)c1c(N)n(CC(C)C)c(=O)[nH]c1=O	9.3	13.0	-1.8	4.5	112.5	-2.6	0.2	-5.4	/	-5.2	1.4
O=C(N/N=C/c1c(F)c(F)c(F)c(F)c1F)c1cccc(S(=O)(=O)N2CCOCC2)c1	-30.4	7.9	5.0	4.0	98.0	-1.6	1.6	2.1	0.7	2.5	0.0
NC(=O)COC(=O)c1ccc(NS(=O)(=O)c2ccc3c(c2)OCCO3)cc1	-14.6	3.1	-8.6	-2.0	88.7	-0.6	3.6	3.5	-8.0	5.7	1.6
Cc1nc2nc(SCC(=O)c3ccccc3)[nH]c2cc1Br	/	/	/	1.6	95.1	/	-1.1	/	16.1	/	0.4
COc1cc(C(=O)NC(C)c2cc(C)ccc2C)ccc1OCC(=O)N1CCOCC1 (centres undefined)	5.5	14.9	-0.4	1.1	/	-4.0	-0.9	2.0	3.2	0.3	2.6
COc1ccc(C(=O)N(C)CC(=O)Nc2cccc(F)c2)cc1S(=O)(=O)NC1CCCC1	10.2	1.2	-1.1	2.5	99.3	-0.2	2.3	-3.9	-7.9	-0.3	1.7
COc1ccc(Nc2n[nH]c(N)c2C(N)=O)cc1	2.4	6.1	-12.4	2.7	100.2	-1.2	-0.3	0.4	-18.8	-51.2	-1.0
O=C(NCC1CCCO1)C(c1cccs1)N(Cc1ccccc1Cl)C(=O)c1ccc(-c2ccccc2)[nH]1 (centres undefined)	-18.6	-8.7	-2.4	4.7	97.7	1.7	-0.3	5.4	-15.4	-1.5	0.6
Clc1cccc(CN2CCCCCC2)c1Cl	-7.1	0.1	-1.8	-1.1	115.8	0.0	-1.2	2.1	194.3	-8.0	3.2
CC1CC2(C)C(=CC1=O)CCC1C2C(O)CC2(C)C1CCC2(O)C(=O)CO (centres undefined)	-7.8	1.0	6.8	1.3	113.7	-0.2	/	1.9	/	-18.2	/
Cc1ccc(C2NC(c3ccc(C)cc3)C([N+](=O)[O-])C(C)(C)C2[N+](=O)[O-])cc1 (centres undefined)	11.2	-8.9	7.4	2.6	84.8	1.8	0.4	2.2	4.4	-9.5	5.5
O=C1CCC(C(=O)N2CCCCCC2)CN1Cc1cccc(C(F)(F)F)c1 (centres undefined)	-9.6	19.8	0.9	0.1	98.1	-3.8	-0.9	2.9	46.8	-1.3	-0.1
CCNc1nc(SC(C)C(=O)OC)nc(N(C)C)n1 (centres undefined)	-25.8	5.3	3.0	1.7	/	-1.2	-0.8	3.6	10.9	4.1	-2.0
CCC(=O)Nc1ccc(NC(=O)CSc2nnnn2C(C)C)cc1	-9.3	3.3	-2.3	0.2	98.4	-0.6	-1.6	2.6	164.2	-2.9	-1.9
COc1ccc(C(=O)n2nc(C#N)c(C#N)c2N)cc1	-4.2	20.1	-4.0	0.1	/	-4.0	0.2	1.6	-22.5	6.4	-0.7
Nc1ncc(Br)cc1S(=O)(=O)Nc1cc(C(F)(F)F)cc(C(F)(F)F)c1	-11.3	-5.4	-16.3	7.0	95.5	1.0	1.7	2.8	13.8	-4.1	5.4
CCCn1nnc(NC(=O)c2ccccc2Cl)n1	3.8	15.8	4.4	1.7	101.1	-2.7	-1.6	-1.3	117.3	-12.3	-2.3
COc1ccccc1N(CC(=O)Nc1ccccc1C(=O)NCC(C)C)S(C)(=O)=O	11.9	9.6	-2.5	0.2	100.9	-1.7	-0.7	1.2	-2.5	-2.2	2.3
O=C(CSc1nnc(-c2ccc(Br)cc2)o1)Nc1cccc(C(=O)O)c1	8.3	6.5	7.9	-1.8	101.0	-1.2	-1.9	3.2	-22.5	-5.6	2.0

Screening results: PubChem, several laboratories
